Rat MKP-3 inhibitors = MKP-3 phosphatase inhibitors, primary screen, biochemical, rat enzyme, in vitro (AID 425). Dual specificity protein phosphatase 6 (Rattus norvegicus). recombinant MKP-3 phosphatase activity, fluorescence; higher % means a stronger effect. one-dose inhibition, % at 20 µM; IC50 in µM for titrated hits. actives 0.17% (n = 110,000); in the data active means inhibition above about 50%;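 further: plate controls were vehicle for no effect and reference inhibitor for full effect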
Hsp70 inhibitors = Hsp70 inhibitors, probe displacement, primary screen, biochemical, fluorescence polarization (AID 583). displacement, % at 20 µM, or IC50 in µM where a hit was titrated. Heat shock 70 kDa protein 1A (Homo sapiens). actives 0.06% (n = 140,000). Hsp70 fluorescence polarization probe displacement, mP; higher % means a stronger effect; in the data active means displacement above about 50%;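 further: plate controls were vehicle for no effect and reference ligand for full effect; a part of the inactive calls stands beside numbers as strong as those of hits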
An asterisk follows results filed as active; · = no result given; & = joins results of further samples. A portion of the library; rates above refer to the full screens.

Fields – Rat MKP-3 inhibitors | Hsp70 inhibitors
Cc1ccc(OCc2nc(C#N)c(NCCCn3ccnc3)o2)cc1
 : -1% | -7.4%
Cc1nc(NC2=NCN(CCCN3CCOCC3)CN2)nc2c(C)cccc12
 : -7% | 11%
CC1=C(C(=O)OCC2CCCO2)C(c2c(F)cccc2Cl)C2=C(CC(C)(C)CC2=O)N1 (centres undefined)
 : 3% | -1.6%
CCOC(=O)NC1(C(F)(F)F)NC(=O)N(Cc2ccco2)C1=O (centres undefined)
 : -12% | -1.4%
CC1CCCC(NC(=O)C2CCN(S(=O)(=O)N3CCOCC3)CC2)C1C (centres undefined)
 : -1% | -3.7%
COc1ccc(C(=O)NCC23C=CC(O2)C2C(=O)N(Cc4ccccc4)C(=O)C23)cc1 (centres undefined)
 : -5% | -3.8%
Cc1c(NC(=O)/C=C/c2ccc(Br)cc2)c(=O)n(-c2ccccc2)n1C
 : -1% | -1.5%
CCc1cccc(C)c1NC(=O)c1c(-c2ccccc2)noc1C
 : 0% | 3.8%
COC1C(C)=CC(=O)N1Cc1ccccc1 (centres undefined)
 : 3% | 0.2%
COc1ccc(NS(=O)(=O)c2cccc3nonc23)c(OC)c1
 : · | 6.2%
CC(NC(=O)OCc1ccccc1)C(=O)N1CC(O)CC1C(=O)O (centres undefined)
 : -4% | 1.9%
COc1ccc2nc(NS(=O)(=O)c3ccc(Cl)cc3)c(Nc3ccc4[nH]c(=O)[nH]c4c3)nc2c1
 : 4% | -3.8%
CCOC(=O)C1=C(O)/C(=C/N(C)C)SC1=Nc1ccc([N+](=O)[O-])cc1
 : 2% | -1.8%
c1ccc(-n2nnc3cnccc32)cc1
 : -10% | -2.0%
NC(=O)COc1ccc(/C=c2/sc3n(c2=O)CCCN=3)cc1
 : 4% | -2.3%
S=C(Nc1cccc(Cl)c1)N1CCOCC1
 : 1% | 0.5%
C=CCN1C(=O)/C(=c2\sc3n(c2=O)C(c2ccc(OC)c(OC)c2)C(C(=O)OC)=C(C)N=3)c2ccccc21 (centres undefined)
 : 4% | 2.1%
CCOc1cc(/C=C2/SC(=S)N(C)C2=O)ccc1OCc1cccc2ccccc12
 : 0% | -8.0%
CC1=CC(C)(C)N(C(=O)Nc2ccccc2)c2c(C)cc(C)cc21
 : 1% | -2.0%
Cc1ccc(-c2nc3cc(Cl)ccc3o2)cc1NC(=O)c1ccc(-c2ccc([N+](=O)[O-])cc2)o1
 : -2% | -3.9%
C=CCn1c(SCC(=O)Nc2ccccc2OC)nnc1-c1ccccn1
 : -2% | 3.3%
O=C(Cn1nnc(-c2ccccc2NC(=O)c2ccco2)n1)NC1CCCCC1
 : 6% | 2.9%
O=C(CSc1nnc(Cc2ccccc2)o1)NC1CC2CCC1C2 (centres undefined)
 : -11% | 1.0%
COc1ccc(NC(=O)c2cccc([N+](=O)[O-])c2C)cc1OC
 : -4% | -2.1%
CCCN1C(=O)c2ccc(C(=O)Nc3cc(C)on3)cc2C1=O
 : -13% | -1.3%
Cc1cc2c(c(=O)n1Cc1ccco1)C(c1ccccc1)C(C#N)=C(N)O2 (centres undefined)
 : · | -3.0%
CC(C)c1ccc(NC(=O)c2cnn(-c3ccccc3)c2NC(=O)c2ccco2)cc1
 : -8%&4% | -0.4%&-0.1%
CCc1ccccc1N=C1SCC(=O)N1C
 : -7% | 4.6%
COc1ccc(S(=O)(=O)NCc2ccc3c(c2)OCO3)cc1C(=O)O
 : 1% | 1.9%
Nc1nc(C2CCCCC2)cs1
 : · | -4.7%

Profiles, looked up by structure.
`CC(NC(=O)OCc1ccccc1)C(=O)N1CC(O)CC1C(=O)O` (centres undefined) across the screens: Rat MKP-3 inhibitors = -4%; Hsp70 inhibitors = 1.9%
`COc1ccc(NC(=O)c2cccc([N+](=O)[O-])c2C)cc1OC` across the screens: Rat MKP-3 inhibitors = -4%; Hsp70 inhibitors = -2.1%
`COc1ccc2nc(NS(=O)(=O)c3ccc(Cl)cc3)c(Nc3ccc4[nH]c(=O)[nH]c4c3)nc2c1` across the screens: Rat MKP-3 inhibitors = 4%; Hsp70 inhibitors = -3.8%

Remaining list, next part
Fields – Rat MKP-3 inhibitors | Hsp70 inhibitors
COc1ccc(S(=O)(=O)N(CC(=O)N2CCOCC2)c2ccc(C)cc2)cc1OC
 : 1% | 2.0%
COc1cccc(NC=C2C(=O)OC(C)(C)OC2=O)c1
 : 1% | -3.3%
c1ccc2c(c1)CCCC2C1=NCCN1 (centres undefined)
 : 3% | ·
CCc1ccc2nc(NC3=NCN(CCOC)CN3)nc(C)c2c1
 : -5% | -1.5%
Cc1ccc(N2C(=O)c3ccc(C(=O)Nc4cccc(C)c4C)cc3C2=O)c(C)c1
 : 1% | 4.6%
O=C1C2C3C=CC(C3)C2C(=O)N1CCN1CCN(S(=O)(=O)c2ccc3ccccc3c2)CC1 (centres undefined)
 : -2% | 2.7%
Cc1ccc(N2CCN(C(=O)N3CCCC3)CC2)cc1C
 : · | -3.3%
COc1ccccc1CNC(=O)CN(c1ccc(Cl)cc1)S(C)(=O)=O
 : 3% | 2.4%
Cc1ccc(SCC(=O)N2CCc3ccccc32)cc1
 : · | -0.3%
Cc1ccc(C(=O)N/C(=C/c2cccnc2)C(=O)N2CCCC2)cc1
 : -2% | -3.2%
CCn1c(=O)c2c(nc(SCc3ccccn3)n2C)n(C)c1=O
 : 3% | -1.1%
O=C(Nc1ccccc1Cl)C1CN(S(=O)(=O)c2ccccc2)CCN1S(=O)(=O)c1ccccc1 (centres undefined)
 : -1% | -0.9%
CN(C)c1cccc(C(=O)Nc2ccccc2F)c1
 : 4% | -4.8%
COc1nc(N2C(C)CCCC2C)nc(N2C(C)CCCC2C)n1 (centres undefined)
 : -2% | 1.4%
CCc1c(C)sc(NC(=O)c2cc(-c3cc(OC)ccc3OC)on2)c1C#N
 : 1% | -1.5%
C(=N\n1cnnc1)/c1ccccn1
 : -3% | 3.2%
CC(C)CC(=O)N1CCN(Cc2ccccc2F)CC1
 : 2% | 3.7%
O=C(Nc1ccc2c(c1)Cc1ccccc1-2)c1cc(Br)ccc1Cl
 : 5% | -0.9%
CC1(C)Cc2c(sc3c2c(=O)n(Cc2ccccc2)c2nncn32)CO1
 : 4% | -3.2%
CCOC(=O)c1cnc2nc(NCc3ccc(OCc4ccccc4)cc3)[nH]n2c1=O
 : · | 5.7%
O=C(Nc1nc(-c2ccc(Cl)cc2)cs1)C1CC2CCC1C2 (centres undefined)
 : -1% | 2.5%
COCCCNC(=O)CN(c1ccc(C)c(Cl)c1)S(C)(=O)=O
 : -2% | -2.4%
COc1ccccc1-n1c(SCC(=O)NC2CCCCC2)nc2c(c1=O)SCC2
 : -6% | -1.9%
Cc1cc2c(c(=O)n1CCN(C)C)C(c1ccncc1)C(C#N)=C(N)O2 (centres undefined)
 : -9% | -1.2%
CC(=O)c1c(C(C)=O)c(C)n(-c2nc(-c3ccc(C)c(C)c3)c(C)s2)c1C
 : · | 4.7%
CCn1c(SCC(=O)c2cc(C)n(C)c2C)nnc1-c1ccccc1
 : · | 11%
O=C1CC(Nc2ccc(N3CCOCC3)cc2)C(=O)N1c1cccc(C(F)(F)F)c1 (centres undefined)
 : -4% | 0.7%
CCN(CC)c1ccc(NC(=O)c2cc(Cl)ccc2OC)cc1
 : · | -6.7%
O=[N+]([O-])c1cnc(Nc2cccc3nsnc23)c([N+](=O)[O-])c1
 : 1% | -1.2%
CCN1CCN(CCCNc2ncnc3nc[nH]c23)CC1
 : -5% | 8.2%
COc1ccccc1NC(=O)CSc1ccc(Cl)cc1Cl
 : 1% | -0.4%
O=C(Nc1cccc2ccccc12)C1CC2CCC1C2 (centres undefined)
 : 3% | -0.9%
C=CCn1cc(C)c(=O)n(CC=C)c1=O
 : 2% | ·
O=C1CSC(c2cn(-c3ccccc3)nc2-c2ccc(Cl)cc2)N1Cc1ccccc1 (centres undefined)
 : 0% | -1.3%
O=C(NC(=S)Nc1ccc(N2CCOCC2)cc1)c1ccco1
 : 2% | -0.6%
CCCn1c2ccccc2c2cc(C(=O)O)ccc21
 : -1% | 8.0%
C=CCN(CC=C)C(=O)c1cc(Cl)ccc1[N+](=O)[O-]
 : 2% | -6.1%
NC(=O)c1ccccc1OCC(=O)NC12CC3CC(CC(C3)C1)C2
 : · | 10%
COC(=O)c1ccc(C(=O)OC)c(NC(=O)c2ccc(C)c([N+](=O)[O-])c2)c1
 : -1% | -3.8%
COc1ccc(NC(=O)CSc2nccn2-c2ccccc2)c(OC)c1
 : -3% | 0.5%
O=C(c1cccc(F)c1)N1CCc2ccccc21
 : 5% | -3.8%
O=C1c2ccccc2NC(c2c(Cl)cccc2Cl)N1Cc1ccccc1 (centres undefined)
 : -1% | -6.0%&-5.8%
CCN1C(=O)c2ccccc2S(=O)c2ccc(C(=O)N3CCCCCC3)cc21 (centres undefined)
 : -7% | -1.1%
CC(=O)c1cccc(NC(=O)/C(=C/c2ccc(Br)cc2)NC(=O)c2ccccc2)c1
 : 3% | -0.8%
O=C(O)C1(c2cccc(Cl)c2)CCC1
 : -7% | -2.0%
CC(=O)Nc1ccc(S(=O)(=O)NC(CC(=O)O)c2ccccc2)cc1 (centres undefined)
 : 0% | 6.4%
Brc1ccc2ncnc(NCCc3ccccc3)c2c1
 : 4% | -5.0%
COc1ccccc1/C=C1/SC(=O)N(CNc2cccc([N+](=O)[O-])c2)C1=O
 : 3% | -6.4%
CCCN(CCC)c1nc2ccccc2n2c(C)nnc12
 : 7% | 2.3%
CC(=O)c1c(C)[nH]c(C(=O)N2CCN(c3ncccn3)CC2)c1C
 : -6% | -1.6%
O=C(Oc1cccc(C(=O)N2CCOCC2)c1)c1ccc(Br)cc1
 : -2% | -0.7%
Cc1nc(SCC(=O)C2CC2)c(C#N)c(C)c1C
 : 1% | 2.4%
CC(NS(=O)(=O)N(C)C)c1ccc(-c2ccccc2)cc1 (centres undefined)
 : -3% | 6.9%
Cc1cc(=O)[nH]c(SC(C(=O)c2ccccc2)c2ccccc2)n1 (centres undefined)
 : 4% | 0.5%
Cc1ccccc1NC(=S)C1=C(O)c2sccc2N(C)S1(=O)=O
 : · | -0.1%
CCc1cccc(NC(=O)c2ccc(Br)o2)c1
 : -6%&4% | 4.0%&1.1%
COc1ccc(/C=C2\C(=O)NC(=S)N(c3cccc(Br)c3)C2=O)c(OC)c1
 : 4% | -1.3%
COc1ccc(C2(CNC(=O)C(c3ccccc3)c3ccccc3)CCOCC2)cc1OC
 : 0% | 2.1%&4.9%
COc1ccccc1NC(=O)C1=C(C)Nc2nc(-c3cccs3)nn2C1c1cccc(O)c1 (centres undefined)
 : 2% | 1.6%
CCOC(=O)c1c(C)nc(C)nc1NC(=O)c1ccccc1
 : 2% | 85%*

The final two compounds of the part above are carried over, then new ones follow:
Fields – Rat MKP-3 inhibitors | Hsp70 inhibitors
COc1ccccc1NC(=O)C1=C(C)Nc2nc(-c3cccs3)nn2C1c1cccc(O)c1 (centres undefined)
 : 2% | 1.6%
CCOC(=O)c1c(C)nc(C)nc1NC(=O)c1ccccc1
 : 2% | 85%*
O=C(Nc1ccc(Br)cc1F)c1ccc2c(c1)N(Cc1ccccc1)C(=O)CS2=O (centres undefined)
 : 0% | 0.2%
O=C(CN1C(=O)c2cccc3cccc1c23)NCc1cccnc1
 : -4% | 5.0%
Oc1ccccc1C=Nc1ccccc1N=Cc1c(O)ccc2ccccc12
 : 1% | 3.2%
Cc1ccc(C)c(COc2cc3oc(=O)c4c(c3cc2Cl)CCC4)c1
 : 4% | 1.4%
CCOC(=O)N1CCN(C(=O)C(CC(C)C)NS(=O)(=O)c2ccc3c(c2)oc(=O)n3C)CC1 (centres undefined)
 : · | 7.9%
COc1ccc(Cl)cc1NS(=O)(=O)c1ccc(F)cc1
 : -1% | 2.4%
CC1(C)CC(=O)C(C=Nc2ccncc2)=C(O)C1
 : -7% | 4.2%
O=C(c1ccc(-c2ccccc2)cc1)N1CCCC1
 : -2% | -2.9%
O=C(/C=C/c1ccc(F)cc1)N1CCN(c2cccc(Cl)c2)CC1
 : 0% | -1.2%
CC(C)Cn1c(=O)c(C(=O)NCc2ccccn2)c(O)c2ccccc21
 : -16% | -1.8%
O=C1C(=O)N(c2cccnc2)C(c2ccc3c(c2)OCO3)/C1=C(\O)c1ccccc1 (centres undefined)
 : 4% | 0.8%
COC(=O)c1ccc2c(c1)N(Cc1nc(-c3cccc(C)c3)oc1C)C(=O)C1CCCN21 (centres undefined)
 : -1% | -23%
COc1ccc(C2/C(=C(/O)c3ccc(Br)cc3)C(=O)C(=O)N2CCc2ccccc2)cc1OC (centres undefined)
 : 3% | 3.2%
COC(=O)CN(c1ccc(C)cc1)S(=O)(=O)c1ccccc1
 : 3% | -2.6%
CCOc1ccc(NC(=O)NCCCSC2CCCCC2)cc1
 : · | 0.1%
Cc1ccccc1CSc1nsc(N)n1
 : · | -0.8%
Cc1nc2ccccc2n1CCOc1ccc(F)cc1
 : 4% | 0.2%
COC(=O)c1ccccc1NC(=O)COc1ccc(Cl)cc1C
 : 3% | -3.3%
CCCc1cc(=O)oc2cc(Oc3ncccn3)ccc12
 : -6% | -3.1%
CCC1CCc2c(sc(NC(=O)c3c(Cl)cccc3Cl)c2C(N)=O)C1 (centres undefined)
 : 3% | -0.9%
CC(=O)Oc1oc(-c2ccccc2)nc1/C=N/c1ccccn1
 : 15% | 3.1%

Ordered by molar mass (smallest number first): part of the list above.
Fields – Rat MKP-3 inhibitors | Hsp70 inhibitors
Cc1nc(SCC(=O)C2CC2)c(C#N)c(C)c1C
 : 1% | 2.4%
COC(=O)c1ccc2c(c1)N(Cc1nc(-c3cccc(C)c3)oc1C)C(=O)C1CCCN21 (centres undefined)
 : -1% | -23%
O=C1CSC(c2cn(-c3ccccc3)nc2-c2ccc(Cl)cc2)N1Cc1ccccc1 (centres undefined)
 : 0% | -1.3%
O=C(Nc1ccc(Br)cc1F)c1ccc2c(c1)N(Cc1ccccc1)C(=O)CS2=O (centres undefined)
 : 0% | 0.2%
